NPC1 prom act: qHTS Assay for NPC1 Promoter Activators; Huh7 NPC1 promoter luciferase reporter, 24 h; AID 485313, 2010; Potency, µM (titrated, usually from 9.22 µM), for inactives: top-dose activation, actives largely listed as activators; actives 2.4% (n = 320,000);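 also: potency is read from the fitted curve at half-maximal effect; % of control where 0% means no effect; nearly all actives have a fitted effect of over 60% in size; reporter is driven by a mutant NPC1 promoter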
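Luminescence read-out of NPC1 promoter-driven luciferase in stably transfected Huh7 cells; compounds delivered in DMSO and left 24 h at 37C, 5% CO2, qHTS titration format.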
p53 reactivation: qHTS assay for re-activators of p53 using a Luc reporter. AID 504706, 2011. Potency, µM (top dose mostly 92.2 µM), for inactives: at the highest dose activity change, positive = activation, most hits filed as activators. actives 0.063% (n = 320,000). H1299 p53-A138V BP100-luciferase reporter, luminescence, 24 h; also: potency is read from the fitted curve at half-maximal effect; % of control where 0% means no effect; nearly all actives have a fitted effect of over 45% in size
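p53-null H1299 cells stably carrying temperature-sensitive p53-A138V and a BP100-luciferase reporter were pinned with compounds (4-point, 1:5 series) and held 24 hrs at 37 deg C. Luminescence was read 10 min after detection reagent.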
ELG1 repair inh: qHTS screen for small molecules that inhibit ELG1-dependent DNA repair in human embryonic kidney (HEK293T) cells expressing luciferase-tagged ELG1; actives 2.3% (n = 330,000); AID 504467, 2011; HEK293T ELG1-luciferase reporter, luminescence, 16 h; DNA damage induced by 5-fluorouridine; Potency, µM (top dose mostly 46.1 µM), for inactives: at the top dose activity change, negative = inhibition, usual class: inhibitors; also: potency is read from the fitted curve at half-maximal effect; % is scaled to controls: 0 for no effect and ±100 for the full control effect; nearly all actives have a fitted effect of over 55% in size
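Luminescence from the luciferase reporter, measured 30 min after ONE-Glo reagent at room temperature, was the read-out. Beforehand, 2,000 cells per well were exposed for 16 hr at 37 °C to 5-fluorouridine together with compound or vehicle.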
BRCA1 expr up: qHTS Assay to Identify Small Molecule Activators of BRCA1 Expression; MCF7-BRCA1-FFLuc reporter, luminescence, 48 h; response scale: scaled: vehicle 0%, 10 µM genistein 100%; Potency, µM (highest dose often 46.1 µM), for inactives: at the top dose activation, usual class: activators; actives 1.1% (n = 380,000); also: potency is read from the fitted curve at half-maximal effect; nearly all actives have a fitted effect of over 80% in size; some results filed as inactive show a strong effect at the top dose
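Quantitative HTS in MCF7 cells stably reporting BRCA1 expression via firefly luciferase. Compound treatment lasts 48 h at 37 °C in phenol-red free MEM. Activation is expressed relative to genistein at 10 microM and DMSO.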
FLuc modulator: qHTS profiling assay for firefly luciferase inhibitor/activator using purifed enzyme and Km concentrations of substrates (counterscreen for miR-21 project); Luciferin 4-monooxygenase (Photinus pyralis), P08659; purified FLuc, Km substrates, luminescence inhibition; Potency, µM (top dose mostly 57.5 µM), inactives show top-dose activity change, negative = inhibition, hits mostly inhibitors; actives 6.9% (n = 360,000);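 also: potency is read from the fitted curve at half-maximal effect; plate controls were vehicle for no effect and reference inhibitor for full effect; nearly all actives have a fitted effect of over 55% in size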
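Purified P. pyralis luciferase, 10 nM final, with Km-level 10 uM D-luciferin and 10 uM ATP in 50 mM Tris acetate pH 7.5, 10 mM Mg acetate, 0.01% Tween-20, 0.05% BSA; 6-point qHTS titration about 60 µM downward; luminescence read.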
VP16 counter: VP16 counterscreen qHTS for inhibitors of ROR gamma transcriptional activity; Drosophila S2 Gal4-VP16 UAS-luciferase, luminescence, 20 h; Potency, µM (titrated, usually from 53.6 µM), inactives show top-dose activity, negative = inhibition, usual class: inhibitors; actives 3.5% (n = 310,000);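 also: Gal4-VP16 expression switched on by copper sulfate through the metallothionein promoter; potency is read from the fitted curve at half-maximal effect; % is scaled to controls: 0 for no effect and ±100 for the full control effect; nearly all actives have a fitted effect of over 50% in size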
TRPV1 ag: HTS Assay for Compounds that Act as Agonists of the Vanilloid Receptor 1. AID 540275, 2011. activation, % at 8.33 µM. Transient receptor potential cation channel subfamily V member 1 (Homo sapiens), Q8NER1. actives 0.19% (n = 320,000). TRPV1-expressing cells, Fluo-8 calcium influx, agonist mode; in the data active = activation above about 80%; inconclusive = between about 30% and that limit; also: 0% is about no effect
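Cells expressing TRPV1 were dye-loaded with Fluo-8 and read kinetically: 10 s baseline, 3 min after compound (agonist portion), then 2 min after EC20 capsaicin (allosteric enhancer portion). Calcium-bound dye fluorescence at 480/520 nm.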
RORg inh: qHTS for inhibitors of ROR gamma transcriptional activity. Drosophila S2 Gal4-RORgamma UAS-luciferase reporter, 20 h. actives 5.4% (n = 310,000). Potency, µM (highest dose often 53.6 µM), for the others: at the top dose activity change, negative = inhibition, actives largely listed as inhibitors. Nuclear receptor ROR-gamma (Mus musculus), P51450; also: potency is read from the fitted curve at half-maximal effect; % is scaled to controls: 0 for no effect and ±100 for the full control effect; nearly all actives have a fitted effect of over 60% in size
Target sequence (P51450 whole entry, looked up, the tested form may be a part): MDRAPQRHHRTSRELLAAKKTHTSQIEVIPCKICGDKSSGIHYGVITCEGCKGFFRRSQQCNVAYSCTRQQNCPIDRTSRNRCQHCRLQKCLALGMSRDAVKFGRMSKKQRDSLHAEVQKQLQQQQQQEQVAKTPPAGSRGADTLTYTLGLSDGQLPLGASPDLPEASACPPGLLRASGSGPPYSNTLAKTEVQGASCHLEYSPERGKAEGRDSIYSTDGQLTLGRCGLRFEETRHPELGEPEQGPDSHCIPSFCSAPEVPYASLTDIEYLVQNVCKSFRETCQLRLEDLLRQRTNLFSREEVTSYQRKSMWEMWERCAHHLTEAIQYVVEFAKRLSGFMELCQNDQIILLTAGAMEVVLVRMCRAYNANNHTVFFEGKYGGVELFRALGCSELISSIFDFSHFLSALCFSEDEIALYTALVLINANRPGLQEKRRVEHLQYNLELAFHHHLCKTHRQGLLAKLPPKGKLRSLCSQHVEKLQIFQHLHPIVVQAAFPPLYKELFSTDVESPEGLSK
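Drosophila Schneider cells stably carrying a metallothionein-driven Gal4 DBD–ROR gamma fusion and a UAS-Photinus luciferase reporter were exposed to compound for 1 hr, then induced with copper sulfate (700 uM final) for 20 hr at ambient temperature before luminescence reading.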
Rab9 promoter act: qHTS Assay for Rab9 Promoter Activators; Huh7 Rab9 promoter-luciferase reporter, luminescence, 24 h; actives 2.8% (n = 320,000); Potency, µM (series often up to 9.22 µM), inactives show at the highest dose activation, negative = inhibition, actives largely listed as activators; also: potency is read from the fitted curve at half-maximal effect; % of control where 0% means no effect; nearly all actives have a fitted effect of over 60% in size
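Quantitative HTS format; Huh7 Rab9-luciferase reporter cells (1500/well) receive compound 2 h post-plating, incubate 24 h at 37 °C, then get luciferase reagent for 10 min before luminescence reading.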
Tb PFK inh: qHTS Assay to Find Inhibitors of T. brucei phosphofructokinase | ATP-dependent 6-phosphofructokinase (Trypanosoma brucei brucei), O15648 | T. brucei PFK, ADP-Glo luminescence | Potency, µM (top dose mostly 57.5 µM), without a hit: top-dose activity, negative = inhibition, actives largely listed as inhibitors | actives 0.17% (n = 330,000);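 also: potency is read from the fitted curve at half-maximal effect; 0% = uninhibited 1x PFK enzyme wells and -100% = no-enzyme wells; nearly all actives have a fitted effect of over 60% in size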
Target sequence (O15648 whole entry, looked up): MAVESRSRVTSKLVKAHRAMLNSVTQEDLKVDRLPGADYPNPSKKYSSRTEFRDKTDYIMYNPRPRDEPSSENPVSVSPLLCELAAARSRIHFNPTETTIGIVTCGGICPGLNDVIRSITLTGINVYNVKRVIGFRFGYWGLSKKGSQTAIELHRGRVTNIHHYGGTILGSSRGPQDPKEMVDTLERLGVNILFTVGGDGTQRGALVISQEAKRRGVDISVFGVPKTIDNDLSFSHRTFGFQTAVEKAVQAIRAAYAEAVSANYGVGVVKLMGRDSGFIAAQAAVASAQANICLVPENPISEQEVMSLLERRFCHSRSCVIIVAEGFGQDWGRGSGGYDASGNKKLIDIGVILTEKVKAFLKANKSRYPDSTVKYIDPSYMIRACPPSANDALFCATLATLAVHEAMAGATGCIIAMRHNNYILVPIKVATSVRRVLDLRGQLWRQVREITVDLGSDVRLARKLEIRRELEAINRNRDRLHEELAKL
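1.25 nM PFK with 0.5 mM F6P and 0.1 mM ATP in 0.1 M TEA pH 8.0, 5 mM MgCl2, incubated 45 min at room temperature; ADP measured by ADP-Glo luminescence; compounds titrated up to 57 uM.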
ELG1 genotoxic: qHTS screen for small molecules that induce genotoxicity in human embryonic kidney (HEK293T) cells expressing luciferase-tagged ELG1 | HEK293T ELG1-luciferase reporter, luminescence, 16 h | Potency, µM (doses to about 46 µM), inactives show at the top dose activity change, positive = activation, actives largely listed as activators | actives 1.3% (n = 330,000); also: potency is read from the fitted curve at half-maximal effect; % of control where 0% means no effect; nearly all actives have a fitted effect of over 60% in size
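Genotoxicity was scored as increased ELG1-luciferase reporter signal, measured by ONE-Glo luminescence (30 min, room temperature). Compound or vehicle exposure of the HEK293T reporter cells lasted 16 hr at 37°C.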
* hit, by the source's call; ? = inconclusive; . = not tested or not shown; [ ] = another dose, or the depositor's remark. Unless noted, calls follow the shape of the dose curve; as a rule, active = well fitted curve in the direction sought with a large enough effect; inconclusive = small, poorly fitted or top-dose-only effect, or another doubt; inactive = no such curve, though single readings can be large; an effect the other way counts as inactive or inconclusive.

1: OC(COc1ccc2ccccc2c1)CN1CCCC1 (centres undefined)
2: COc1ccc(OCCSc2nnc3sc4ccccc4n23)cc1
3: O=C(O)CCCN1C(=O)c2ccc(Oc3cccc([N+](=O)[O-])c3)cc2C1=O
4: COc1ccc(C)cc1NC(=O)c1ccc([N+](=O)[O-])cc1[N+](=O)[O-]
5: O=C(c1ccc(Cn2c(=O)[nH]c3ccccc3c2=O)cc1)N1CCN(c2ccccc2)CC1
entry no.	1	2	3	4	5
NPC1 prom act	24%	22%	-3%	-1%	-1%
p53 reactivation	6%	?	-3%	0%	14%
ELG1 repair inh	20%	?	-1%	-19%	?
BRCA1 expr up	38%	79%	-3%	-36%	-24%
FLuc modulator	?	?	-11%	-1%	6%
VP16 counter	23%	1%	-3%	-8%	-11%
TRPV1 ag	-1	1	6	0	4
RORg inh	41%	16%	-13%	-16%	38%
Rab9 promoter act	13%	?	-2%	-2%	-1%
Tb PFK inh	0%	-5%	4%	-4%	0%
ELG1 genotoxic	0%	11%	-3%	-4%	-13%

6: COc1cc(NC(=O)COC(=O)CCc2cc(OC)c(OC)c(OC)c2)cc(OC)c1
7: Cc1ccc(C2C3=C(CCCC3=O)N=C3c4ccccc4C(=O)C32)cc1 (centres undefined)
8: CCCCc1nc(NCC2CCCO2)c(C#N)c2c1COC(C)(C)C2 (centres undefined)
9: CCN1CCN(C(=O)CN(c2ccc(F)cc2)S(=O)(=O)c2ccc(OC)c(OC)c2)CC1
10: CCN1C(=O)CCCc2ccccc21
entry no.	6	7	8	9	10
NPC1 prom act	0%	-1%	0%	0%	-7%
p53 reactivation	15%	-9%	0%	14%	-2%
ELG1 repair inh	-8%	?	7.3µM*	1%	?
BRCA1 expr up	-5%	-58%	-26%	0%	0%
FLuc modulator	-4%	-13%	0%	1%	0%
VP16 counter	-13%	3%	-11%	-7%	1%
TRPV1 ag	5	?	2	-1	3
RORg inh	-2%	-24%	22%	-31%	12%
Rab9 promoter act	0%	-7%	-2%	-2%	-4%
Tb PFK inh	-19%	-4%	-5%	0%	-1%
ELG1 genotoxic	0%	4%	-5%	1%	7%

11: O=C(CSc1ccc2nnc(-c3ccccc3)n2n1)NCc1ccc2c(c1)OCO2
12: CC(Cc1ccsc1)NC(=O)CCc1nnc(COc2ccccc2)o1 (centres undefined)
13: Cc1c(NC(=O)c2cc3nc(-c4ccc(Br)cc4)cc(C(F)(F)F)n3n2)c(=O)n(-c2ccccc2)n1C
14: CC1(C)C(=O)Nc2ccccc2N1C(=O)COC(=O)Cc1ccc(Cl)c(Cl)c1
15: Cc1ccc(C)c(OCc2ccc(C(=O)Nc3ccc([N+](=O)[O-])cn3)o2)c1
entry no.	11	12	13	14	15
NPC1 prom act	-2%	-2%	-5%	.	-24%
p53 reactivation	1%	2%	-14%	-4%	1%
ELG1 repair inh	-4%	23%	?	-10%	-12%
BRCA1 expr up	4%	0%	0%	-9%	-6%
FLuc modulator	0%	-9%	5%	.	5%
VP16 counter	2%	6%	3%	.	.
TRPV1 ag	-3	4	-3	.	5
RORg inh	1%	8%	4%	.	.
Rab9 promoter act	-3%	-6%	-3%	.	-26%
Tb PFK inh	-1%	-7%	2%	24µM*	0%
ELG1 genotoxic	-16%	4%	2%	-2%	-2%

16: O=C(O)C1C2C=CC(C2)C1C(=O)N1CCN(C/C=C/c2ccccc2)CC1 (centres undefined)
17: CCN1CN=C(NS(=O)(=O)c2ccc(C)cc2)NC1
18: CCOC(=O)CN1C(=O)S/C(=C/c2ccc(OCc3ccc(C(=O)O)cc3)cc2)C1=O
19: Cc1cc(C)c(OCC(=O)OCC(=O)NCCC2=CCCCC2)c(C)c1
20: Cc1ccc(Cl)cc1N1CCN(C(=O)C2CCN(S(=O)(=O)c3cccnc3)CC2)CC1
entry no.	16	17	18	19	20
NPC1 prom act	0%	-5%	0%	10%	-1%
p53 reactivation	-4%	-4%	-4%	9%	-3%
ELG1 repair inh	1%	1%	-8%	5%	0%
BRCA1 expr up	1%	14%	-14%	19%	-41%
FLuc modulator	0%	1%	-5%	-1%	4%
VP16 counter	0%	0%	-1%	.	?
TRPV1 ag	-1	0	-2	26	3
RORg inh	11%	5%	-11%	.	24%
Rab9 promoter act	3%	0%	0%[1.84 µM]	-5%	-2%
Tb PFK inh	5%	-1%	-3%	3%	-3%
ELG1 genotoxic	1%	-4%	-2%	-3%	-17%

Reprinted from the part before: 2 entries, followed by the next part.
19: Cc1cc(C)c(OCC(=O)OCC(=O)NCCC2=CCCCC2)c(C)c1
20: Cc1ccc(Cl)cc1N1CCN(C(=O)C2CCN(S(=O)(=O)c3cccnc3)CC2)CC1
21: Cc1cccc(NC(=O)C2CCN(C(=O)NCc3ccccc3)CC2)c1C
22: CCN(CC)CCCN(Cc1cc2cc3c(cc2[nH]c1=O)OCO3)C(=S)NC
23: C[C@H](NC(=O)c1ccccc1)C(=O)N1CCN(Cc2ccc3c(c2)OCO3)CC1
24: O=C(Nc1ccccc1C(=O)N1CCCCCC1)c1ccc(Cl)cc1
25: CC(C)CC(NC(=O)C(NC(=O)OC(C)(C)C)C(C)C)C(=O)NC(CCC(=O)OCc1ccccc1)C(N)=O (centres undefined)
entry no.	19	20	21	22	23	24	25
NPC1 prom act	10%	-1%	0%	0%	.	-4%	0%
p53 reactivation	9%	-3%	-1%	?	-1%	-4%	-5%
ELG1 repair inh	5%	0%	-5%	-4%	1%	-2%	?
BRCA1 expr up	19%	-41%	0%	-17%	4%	-22%	4%
FLuc modulator	-1%	4%	-1%	3%	.	3%	-2%
VP16 counter	.	?	0%	-2%	.	17%	-14%
TRPV1 ag	26	3	1	2	.	10	2
RORg inh	.	24%	-1%	?	.	-2%	-17%
Rab9 promoter act	-5%	-2%	-6%	-2%	.	-2%	-3%
Tb PFK inh	3%	-3%	3%	11%	-3%	0%	0%
ELG1 genotoxic	-3%	-17%	1%	-1%	0%	3%	-1%

Down the list, as entered above:
NPC1 prom act for entries 13 to 24, in order: -5%, ., -24%, 0%, -5%, 0%, 10%, -1%, 0%, 0%, ., -4%

(cont.)
26: Cc1cccc(OCCCC(=O)Nc2ccc(S(=O)(=O)N3CCCC3)cc2)c1
27: CC(=O)c1ccc(N2CCN(C(=O)CN3C(=O)NC4(CCCCC4)C3=O)CC2)c(F)c1
28: COc1ccccc1-n1cnnc1SCC(=O)NC1CCCCC1
29: CN1C(=S)SC(/[N+]([O-])=C/c2cccnc2)C1(C)C (centres undefined)
30: Cc1ccc(Cn2c(SCC(C)C)nc3c2c(=O)[nH]c(=O)n3C)cc1
entry no.	26	27	28	29	30
NPC1 prom act	-2%	-2%	0%	-3%	-4%
p53 reactivation	-2%	-14%	2%	-4%	-20%
ELG1 repair inh	18µM*	-13%	-3%	-12%	12%
BRCA1 expr up	-5%	-5%	-14%	-20%	14%
FLuc modulator	0%	3%	.	-1%	2%
VP16 counter	-7%	.	.	4%	-1%
TRPV1 ag	-1	2	1	3	-7
RORg inh	10%	.	.	2%	13%
Rab9 promoter act	0%	2%	-1%	-2%	-2%
Tb PFK inh	2%	-2%	-2%	-7%	-2%
ELG1 genotoxic	-19%	0%	2%	0%	2%

31: Cc1cc(-c2onc(C)c2C(=O)N/N=C/c2ccccc2)no1
32: COc1ccc(OC)c2[nH]c(=O)c(CCNC(=O)c3ccc4c(c3)OCO4)cc12
33: CC(C)CCOc1ccc(C(=O)N2CCCC2C(=O)O)cc1 (centres undefined)
34: CCOc1ccc(CN2CCN(CC(O)Cn3c4ccccc4c4ccccc43)CC2)cc1 (centres undefined)
entry no.	31	32	33	34
NPC1 prom act	1%	0%	-3%	0%
p53 reactivation	-3%	-1%	-1%	-14%
ELG1 repair inh	-19%	-24%	12%	-12%
BRCA1 expr up	-18%	12%	27%	1%
FLuc modulator	-3%	6%	-2%	4%
VP16 counter	-8%	?	-4%	?
TRPV1 ag	4	3	-1	-1
RORg inh	3%	36%	7%	-34%
Rab9 promoter act	-4%	-6%	-3%	-17%
Tb PFK inh	1%	3%	-2%	-2%
ELG1 genotoxic	0%	-6%	2%	-8%
